Screening data as filed in PubChem BioAssay.
RAD54 inh = RAD54 (human) branch migration inhibition; RAD54 Holliday junction branch migration, FAM/BHQ fluorescence; inhibition, % at 10.4 µM; 0.14% of 360,000 active;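 active = mean normalized replicate activity at least 40 and at least half of replicates scoring 40 or more; inconclusive = only one of the two criteria met; inactive = mean below 40 and under half of replicates reaching 40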;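 also: 0% = median of neutral control wells and 100% = median of positive control wells; inhibitors cause a drop in the FAM fluorescence signal; in these data hits start at about 50%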
Target sequence (Q92698 whole entry, looked up): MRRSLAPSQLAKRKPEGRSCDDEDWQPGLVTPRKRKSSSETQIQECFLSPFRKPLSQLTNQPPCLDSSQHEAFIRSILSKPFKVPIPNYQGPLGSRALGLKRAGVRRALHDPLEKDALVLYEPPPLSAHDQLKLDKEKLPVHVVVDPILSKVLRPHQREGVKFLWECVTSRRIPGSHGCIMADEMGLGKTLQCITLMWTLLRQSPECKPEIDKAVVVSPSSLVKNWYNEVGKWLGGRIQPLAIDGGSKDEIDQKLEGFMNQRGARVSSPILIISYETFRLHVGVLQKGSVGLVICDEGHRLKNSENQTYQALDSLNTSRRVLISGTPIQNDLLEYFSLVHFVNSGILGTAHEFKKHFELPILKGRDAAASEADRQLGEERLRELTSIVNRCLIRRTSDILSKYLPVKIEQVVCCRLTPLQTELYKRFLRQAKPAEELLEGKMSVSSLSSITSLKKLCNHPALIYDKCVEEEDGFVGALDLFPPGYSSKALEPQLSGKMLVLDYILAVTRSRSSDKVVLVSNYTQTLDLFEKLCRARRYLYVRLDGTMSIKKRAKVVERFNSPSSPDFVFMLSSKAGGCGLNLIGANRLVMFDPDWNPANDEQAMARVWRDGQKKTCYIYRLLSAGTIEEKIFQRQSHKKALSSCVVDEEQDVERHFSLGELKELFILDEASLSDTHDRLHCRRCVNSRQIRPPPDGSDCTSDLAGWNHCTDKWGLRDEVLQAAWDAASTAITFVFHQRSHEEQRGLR
E-sel inducer = E-selectin induction on HUVECs; HUVEC E-selectin immunofluorescence imaging; normalized: neutral wells 0, TNF-alpha wells 100; P16581; 0.37% of 260,000 active; activation, % at 7.58 µM;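 active = mean E-selectin-positive cell signal at least 10% of the positive control, reached in at least 60% of replicates, without over 20% cell loss; inconclusive = no rule given, readout overlaps actives, possibly toxicity-flagged; inactive = the rest, including those meeting only one limit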;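 also: in these data hits start at about 27%; measured in HUVEC primary endothelial cells; signal is the percent of cells scored E-selectin positive by PE staining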
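Test system: HUVEC | Signal: Immunofluorescence imaging | Read-out: Percent E-selectin-positive cells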
ARNT-TACC3 inh = disrupts binding between human ARNT and TACC3; Q9Y6A5; AlphaScreen His-ARNT PAS-B/GST-TACC3 binding, luminescence; TACC3 fragment carries E629A point mutation; inhibition, % at 9.99 µM; 0.66% of 390,000 active;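 active = mean inhibition of replicates at least 50% and at least half of replicates each reaching 50%; inconclusive = half or more replicates reach 50% but mean below 50%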;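 also: 0% = complete ARNT plus TACC3 wells and 100% = ARNT alone without TACC3; many hits fall short of the cut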
ERp5 block = inhibitors of human ERp5; 0.05% of 350,000 active; Q15084; inhibition, % at 9.99 µM; ERp5 insulin aggregation, absorbance 650 nm, 90 min; AID 651711;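 active = mean replicate inhibition above about 25%, with every replicate also reaching it, limit read from the data, passing the limit was not always enough; inconclusive = only one of those two criteria met; inactive = neither criterion met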
RAD52 anneal inh = RAD52 (human) annealing inhibition | 0.46% of 360,000 active | inhibition, % at 18.7 µM | P43351 | recombinant RAD52 DNA annealing, FRET fluorescence;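 active = every replicate showing at least 50% inhibition; inconclusive = mean inhibition at least 50% but not in every replicate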
PglD DTNB = blocks C. jejuni PglD acetyltransferase activity. purified PglD enzyme, DTNB colorimetric CoA detection. AID 602405. inhibition, % at 12.5 µM. 0.098% of 360,000 active; in the data active = inhibition above about 16%, passing the limit was not always enough; inconclusive = no clear call, values can overlap the other calls; also: strong numbers were not always called active
CASP6 VEID inh = blocks human caspase-6 cleavage activity; P55212; purified caspase-6, Z-VEID-R110 cleavage fluorescence; inhibition, % at 12.5 µM; 0.53% of 350,000 active;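 active = mean inhibition across replicates at least about 35%, with every replicate also reaching that limit, limit read from the data; inconclusive = only one of the two criteria met; inactive = neither criterion met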;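 also: 0% = median of neutral control wells and 100% = no fluorescence left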
Target sequence (P55212 24-179 limits assumed): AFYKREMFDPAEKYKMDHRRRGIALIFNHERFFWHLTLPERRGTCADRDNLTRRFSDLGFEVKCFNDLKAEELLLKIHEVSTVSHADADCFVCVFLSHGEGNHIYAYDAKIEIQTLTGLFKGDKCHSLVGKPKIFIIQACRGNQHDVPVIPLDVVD
Target sequence (P55212 194-293 limits assumed): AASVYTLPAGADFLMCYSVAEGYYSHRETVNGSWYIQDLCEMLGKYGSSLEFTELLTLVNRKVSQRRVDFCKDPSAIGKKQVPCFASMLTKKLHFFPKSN
esBAF inh = inhibitors of esBAF chromatin remodeling in mouse ES cells. Bmi1-luciferase knock-in reporter, 24 h; 100% = twice the neutral-well signal. 2% of 350,000 active. reporter increase, % at 12.5 µM; in the data active = activation above about 40%; inconclusive = no clear call, values can overlap the other calls;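 also: 0% = median of the plate's neutral control wells and 100% = double that signal; a rise in the Bmi1 reporter signal indicates esBAF inhibition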
Numbers without * were called inactive; ? = inconclusive; . = not tested or not shown; & = joins results of further samples.

SMILES	RAD54 inh	E-sel inducer	ARNT-TACC3 inh	ERp5 block	RAD52 anneal inh	PglD DTNB	CASP6 VEID inh	esBAF inh
C[C@@H]1CN([C@H](C)CO)C(=O)CCCn2cc(nn2)CO[C@@H]1CN(C)Cc1cccc(O)c1	0	0.8	-4	12	-3	1	-2	-1
C[C@@H]1CCCCO[C@@H](CN(C)Cc2ccc(Cl)c(Cl)c2)[C@H](C)CN([C@H](C)CO)C(=O)c2cc(NC(=O)Nc3ccc(C(F)(F)F)cc3)ccc2O1	5	0.1	19	3	-12	-5	-2	-1
On1onc2c3cc(-c4ccccc4)nc3ccc21	-1	.	2	-3	-5	-1	2	-62
CCCNC(=O)N1[C@H](CNC(=O)c2ccccc2)[C@@H](c2ccccc2)[C@@H]1CO	4	0.9	-6	-4	-14	-2	3	-6
CCOc1ccc(/C=C(\C(=O)O)c2ccc(S(=O)(=O)N3CCCCC3)s2)cc1OC	3	-0.2	7	0	-18	-1	26	0
COc1ccc(CNC(=O)C(c2ccco2)N(C(=O)c2snc(C(N)=O)c2N)c2cccc(OC)c2)cc1 (centres undefined)	-2	1.2	.	8	-18	2	-2	5
O=C(Nc1ccccc1)N1CC(=O)N2[C@@H](CO)[C@@H](c3ccc(C#Cc4cccnc4)cc3)[C@@H]2C1	.	-0.1	.	-2	-14	.	-1	.
COc1ccc(S(=O)(=O)NC(=O)C2(C)CCN2C(=O)CCc2ccc(Cl)cc2Cl)cc1 (centres undefined)	-3	-0.1	.	0	-14	-6	2	-12
O=C(COc1ccc2c(-c3ccccc3)cc(=O)oc2c1)Nc1cccnc1	6	.	1	-4	-12	1	-2	1
COc1cc(N=c2ssnc2Cl)cc(OC)c1	-10	.	4	.	.	0	.	-14
Nc1ccc(C(=O)Nc2ccc(Nc3ccncc3)cc2)c([N+](=O)[O-])c1	5	0.7	.	-3	2	-5	.	-6
CCN1C2OC3OC4C(OC3OC2N(CC)S1(=O)=O)N(CC)S(=O)(=O)N4CC (centres undefined)	-3	0.7	-4	3	-8	4	0	-1
C=C1CCN([C@@H](Cc2ccccc2)C(=O)NCCCc2ccccc2)S(=O)(=O)c2ccccc21	-3	0.1	-2	4	-18	0	-6	-8
Cc1cc2c(cc1C)-n1nnnc1C(N1CCN(c3ccccc3F)CC1)C(=O)N2 (centres undefined)	.	6.0	.	4	-10	.	-1	.
COc1cc2cnc(-c3ccccc3)cc2cc1OC	5	.	3	2	-38	5	3	33
CCN(CC)c1ccc(C2C(C(=O)OCCOC)=C(C)NC3=C2C(=O)CC(C)(C)C3)cc1 (centres undefined)	-6	.	2	.	.	2	.	-2
Cc1ccc2nc(/C(C#N)=C\c3ccc(OC(=O)c4cccs4)cc3)[nH]c2c1	2	.	1	.	.	11	.	113*
C[C@H](CO)N1C[C@H](C)[C@@H](CN(C)CC2CCCCC2)Oc2c(NS(=O)(=O)c3cccs3)cccc2C1=O	-5&-3	.	-13&-5	5	-3	-2&4	2	-2
COc1ccc(C(C)n2c(C)c3c(C)nnc(C)c3c2C)cc1 (centres undefined)	7	.	15	.	.	6	.	1
CCCC#Cc1cnc2c(c1)C(=O)N([C@@H](C)CO)C[C@H](C)[C@H](CN(C)Cc1cccnc1)O2	1	0.0	-5	?	0	-2	3	-1
COc1cc2ccccc2cc1C(=O)N1CCOCC1	6	.	-2	-16	2	0	1	-4
CC(C)[C@H](N[C@@H](C)c1ccccc1)c1c(O)ccc2ccccc12	5	.	4	0	-9	-5	-1	-14
Cc1ccc(C(=O)Nc2sc(Cc3ccc4c(c3)OCO4)c(C)c2C(N)=O)cc1	8	0.3	-7	-3	-6	2	-1	1
COc1ccc(NC(=S)N=Nc2c(O)[nH]c3ccccc23)cc1	4	.	-1	6	1	-8	12	23
CC(=O)NCCNc1nc2cc(-c3ccsc3)sc2c(=O)n1C	5	-0.2	.	0	-10	-2	3	0

Already shown: an excerpt of the list.
SMILES	RAD54 inh	E-sel inducer	ARNT-TACC3 inh	ERp5 block	RAD52 anneal inh	PglD DTNB	CASP6 VEID inh	esBAF inh
C[C@@H]1CCCCO[C@@H](CN(C)Cc2ccc(Cl)c(Cl)c2)[C@H](C)CN([C@H](C)CO)C(=O)c2cc(NC(=O)Nc3ccc(C(F)(F)F)cc3)ccc2O1	5	0.1	19	3	-12	-5	-2	-1
On1onc2c3cc(-c4ccccc4)nc3ccc21	-1	.	2	-3	-5	-1	2	-62
CCCNC(=O)N1[C@H](CNC(=O)c2ccccc2)[C@@H](c2ccccc2)[C@@H]1CO	4	0.9	-6	-4	-14	-2	3	-6
CCOc1ccc(/C=C(\C(=O)O)c2ccc(S(=O)(=O)N3CCCCC3)s2)cc1OC	3	-0.2	7	0	-18	-1	26	0
COc1ccc(CNC(=O)C(c2ccco2)N(C(=O)c2snc(C(N)=O)c2N)c2cccc(OC)c2)cc1 (centres undefined)	-2	1.2	.	8	-18	2	-2	5
O=C(Nc1ccccc1)N1CC(=O)N2[C@@H](CO)[C@@H](c3ccc(C#Cc4cccnc4)cc3)[C@@H]2C1	.	-0.1	.	-2	-14	.	-1	.
COc1ccc(S(=O)(=O)NC(=O)C2(C)CCN2C(=O)CCc2ccc(Cl)cc2Cl)cc1 (centres undefined)	-3	-0.1	.	0	-14	-6	2	-12
O=C(COc1ccc2c(-c3ccccc3)cc(=O)oc2c1)Nc1cccnc1	6	.	1	-4	-12	1	-2	1
COc1cc(N=c2ssnc2Cl)cc(OC)c1	-10	.	4	.	.	0	.	-14
Nc1ccc(C(=O)Nc2ccc(Nc3ccncc3)cc2)c([N+](=O)[O-])c1	5	0.7	.	-3	2	-5	.	-6

The list goes on:
SMILES	RAD54 inh	E-sel inducer	ARNT-TACC3 inh	ERp5 block	RAD52 anneal inh	PglD DTNB	CASP6 VEID inh	esBAF inh
Nc1c(C(=O)C2CC2)sc2nc(-c3ccccc3)cc(C(F)(F)F)c12	-17	.	-5	.	.	-2	.	3
CCCCn1c(N)c(N(CCOC)C(=O)c2ccc(C)c(S(=O)(=O)N3CCCCC3)c2)c(=O)[nH]c1=O	-4	1.2	0	2	8	2	-3	0
CCOc1ccc(NC(=O)CCN2CCN(c3ccccc3F)CC2)cc1	-3	.	-10	.	.	1	.	-22
O=C(O)CCSCCCN1C(=O)c2cccc3cccc(c23)C1=O	.	0.2	.	1	-4	.	1	.
Cc1ccc(-c2c[n+](CC(=O)Nc3ccccc3)c3n2CCC3)cc1	-7	-0.1	-2	-6	-11	2	0	0
COc1ccc(S(=O)(=O)N2CCCC(C(=O)NCc3cccnc3)C2)cc1OC (centres undefined)	-1	.	0	-1	-5	-2	-2	5
Cc1cn([C@H]2C[C@H](O)[C@@H](CNC(=O)[C@H](N)Cc3cscn3)O2)c(=O)[nH]c1=O	-14	-0.1	.	8	-12	10	-3	-4
CO[C@H]1CN(C)C(=O)c2ccc(NC(=O)CC(F)(F)F)cc2OC[C@H](C)N(C(C)=O)C[C@@H]1C	.	-0.1	.	0	-35	.	-1	.
CCc1nc2c(OCc3ccccc3)cccn2c1N(C)C(=O)Nc1ccccc1OC	5	1.0	.	3	-9	3	2	8
CCCCn1c(N)c(Sc2ccccc2[N+](=O)[O-])c(=O)[nH]c1=O	4	.	-2	1	-9	4	4	-8
COCC(=O)Nc1ccc2c(c1)OC[C@@H](C)N(C(=O)c1ccncc1)C[C@@H](C)[C@H](OC)CN(C)C2=O	2	0.0	-7	16	-13	-2	2	-3
COc1ccc(C(CNC(=O)c2ccc(NS(=O)(=O)c3ccc(F)c(C)c3)cc2)N2CCCC2)cc1 (centres undefined)	-4	-0.4	3	1	-55	-2	7	5
Cc1ccc(NC(=O)Cc2csc(-c3ccccc3)n2)cc1F	.	-1.7	-2	0	-4	.	2	.
O=C(N/N=C1\C/C(=N\NC(=O)c2ccncc2)c2ccccc21)c1ccncc1	6	.	67*	0	-31	-2	90*	-7
COc1ccc(N2CCN(C(=O)c3sc4ncn(CC(=O)N5CCCCC5C)c(=O)c4c3C)CC2)cc1 (centres undefined)	1	.	-1	2	-2	-6	1	12
CCCNC(=O)N(C)C[C@@H]1Oc2ncc(-c3ccc(C(=O)N(C)C)cc3)cc2C(=O)N([C@@H](C)CO)C[C@@H]1C	0	0.0	-5	10	-10	0	-2	-2
COc1ccc(F)cc1C(=O)C1CCCN(C(=O)CSc2ccccn2)C1 (centres undefined)	-1	0.2	1	0	-6	7	-2	5
CCN1CCN(C(=O)c2ccc3c(c2)c(C)c(C)n3Cc2ccccc2)CC1	-7	1.9	1	4	-6	2	3	6
Cc1c(F)cccc1NS(=O)(=O)c1ccc(N2CCCC2=O)cc1	12	.	6	4	-34	-3	4	-6
CCOC(=O)c1ccc(NCc2ccncc2)cc1	-2	.	1	.	.	-2	.	3
C/C(N)=C(/C#N)C(=O)CSc1nnc(C)n1-c1ccccc1	.	-1.9	.	0	-1	.	5	.
CC(=O)Nc1ccc(C(=O)N/N=C(\C)CC(=O)Nc2ccc(OCc3ccccc3)cc2)cc1	-6	0.5	3	.	.	-6	.	.
Cc1nc(NC(=O)c2ccc(F)cc2)nc2cc3c(cc12)OCO3	-17	.	0	.	.	1	.	10
C[C@@H]1C(NC(=O)c2ccccc2)CC2CC1C2(C)C (some centres undefined)	1	0.0	-13	1	-6	-5	-2	2
N#Cc1c(-c2ccccc2)nc(-c2ccccc2)nc1N1CCOCC1	-5	.	0	.	.	1	.	-9
(listing goes on)
SMILES	RAD54 inh	E-sel inducer	ARNT-TACC3 inh	ERp5 block	RAD52 anneal inh	PglD DTNB	CASP6 VEID inh	esBAF inh
COc1ccc2oc(C(=O)OCC(=O)N3C(C)CCCC3C)c(C)c2c1 (centres undefined)	7	0.2	.	8	-17	1	1	9
CN(CC1COc2ccccc2O1)C(=O)c1ccc(Cl)c(S(=O)(=O)N2CCCCCC2)c1 (centres undefined)	0	.	-12	-10	-20	-2	-2	0
C[C@H]1CCCCO[C@H](CN(C)C(=O)Nc2cccc3ccccc23)[C@@H](C)CN([C@@H](C)CO)C(=O)c2cc(NC(=O)Nc3ccc(F)cc3)ccc2O1	-1	-0.1	-5	-2	-5	2	-4	-3
COc1ccc(S(=O)(=O)N(C)C[C@@H]2Oc3ccc(NC(=O)Nc4cccc5ccccc45)cc3CC(=O)N([C@@H](C)CO)C[C@H]2C)cc1	.	8.8	.	-7	14	.	0	-1
O=C(CCN1CCOCC1)NC1CCCN(Cc2ccccc2F)C1 (centres undefined)	-5	0.1	.	-5	-3	6	-14	-4
COc1cc(NC(=S)NC2CC2)c(OC)cc1Cl	3	-0.1	.	-6	-15	-6	-1	-8
Cc1noc(C)c1S(=O)(=O)N(CC(=O)NCc1ccc(Cl)cc1)c1ccc2c(c1)OCO2	3	.	-1	0	-12	1	1	11
COc1ccccc1C(=O)Nc1cc(-c2ccc(C)cc2)no1	3	0.2	-12	9	-16	-3	-1	33
CCNC(=O)C[C@@H]1CC[C@@H]2[C@H](COC[C@H](O)CN2C(=O)Nc2cccc(OC)c2)O1	6	-0.1	-2	4	6	-2	2	7
O=S(=O)(N[C@@H]1CCCN(Cc2ccc(OCCO)cc2)C1)c1ccc2ccccc2c1	-21	.	9	4	-26	2	0	.
O=C(Nc1ccc(N2CCN(c3ccc(O)cc3)CC2)cc1)Oc1ccccc1	-6	.	9	4	-7	-2	-2	-1
